Akt phos inh – blocks phosphorylation of Akt; 0.32% of 360,000 active; AID 651550; activity change, % for hits at 50 µM; Neuro2A IGF-stimulated pAkt S473 HTRF, 20 min; stronger effect = lower value; in the data active means activity change below about -80%; inconclusive means mostly about -51% to -80%; further: on the % scale 0 is the no-effect control and ±100 the full control effect
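Neuro2A cells in DMEM with 0.5% FBS, overnight at 37 deg C, given compound at single 50 µM final, then IGF (6 nM final) for 20 min at 37 deg C. Lysed; phospho-Akt Ser473 by HTRF after 24 h, 665/615 ratio.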
MmCpn inh – inhibitors of Methanococcus maripaludis chaperonin (MmCpn) | purified Mm-Cpn ATPase, ADP Transcreener TR-FRET | Potency, µM (series often up to 76.9 µM), without a hit: at the top dose activity, negative = inhibition, hits mostly inhibitors | 0.031% of 330,000 active | AID 504842; further: potency means the concentration at half of the fitted maximal effect; on the % scale 0 is the no-effect control and ±100 the full control effect; nearly all actives have a fitted effect of over 80% in size
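Reaction buffer contained 30 mM Tris pH 7.4, 100 mM KCl, 5 mM MgCl2 and 1 mM DTT. Mm-CPN (25 nM final) hydrolysed 10 uM ATP over 30 min at 37°C; ADP was read by HTRF.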
A549 viability – A549 cytotoxicity, counter-screen for Nrf2 inhibitors | A549 ARE-Fluc cells, CellTiter-Fluor viability, 18-24 h | AID 504648 | 0.16% of 390,000 active | Potency, µM (doses to about 46 µM), inactives show at the top dose activity change, negative = cytotoxicity, most hits filed as inhibitors; further: potency means the concentration at half of the fitted maximal effect; on the % scale 0 is the no-effect control and ±100 the full control effect
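A549 ARE_Fluc cells in 5% FBS OPTI-MEM were exposed to compounds in concentration-response for 18-24 h at 37 deg C. Viability was read by CellTiter-Fluor fluorescence (Ex 405/Em 525) after 30 min, before the luciferase read.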
Nrf2 inh – Nrf2 pathway inhibition | Potency, µM (highest dose often 46 µM), without a hit: at the top dose activity change, negative = inhibition, hits mostly inhibitors | AID 504444 | 2.1% of 360,000 active | A549 ARE-Fluc reporter, luciferase luminescence, 18-24 h; further: potency means the concentration at half of the fitted maximal effect; on the % scale 0 is the no-effect control and ±100 the full control effect; nearly all actives have a fitted effect of over 60% in size
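Reporter: ARE-Fluc in A549. Exposure: 18-24 h, 37 °C, 5% CO2, 5% FBS OPTI-MEM. Readouts: fluorescent cytotoxicity (CellTiter-Fluor), then luminescent Nrf2 signal after BugLite.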
Nrf2 ARE act – Nrf2 pathway activation. 0.31% of 410,000 active. AREc32 ARE-luciferase reporter (MCF7-derived line), luminescence, 24 h. Potency, µM (series often up to 46.1 µM), without a hit: top-dose activation, actives largely listed as activators; further: potency means the concentration at half of the fitted maximal effect; % of control where 0% means no effect; nearly all actives have a fitted effect of over 65% in size
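AREc32 cells carrying an ARE-driven firefly luciferase, 1000 cells/well in OPTI-MEM with 5% FBS, dosed after overnight attachment and incubated 24 hr at 37 deg C. Steady-Glo luminescence read after 30 min at RT.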
Abeta rescue – restores growth of yeast expressing A-beta42 peptide | yeast expressing A-beta42, growth rescue, OD600, 48 h; response scale: 0% DMSO, 100% iron-clioquinol control | Potency, µM (doses to about 46.1 µM), for inactives: top-dose growth rescue, usual class: activators | 0.063% of 410,000 active | AID 1347071; further: potency means the concentration at half of the fitted maximal effect; nearly all actives have a fitted effect of over 55% in size
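Yeast growth medium received pinned compounds, then yeast cells expressing toxic A-beta were added; plates incubated at 30 C for 48 hr. Growth read as absorbance at 600 nm, normalized to DMSO and equimolar FeCl3 plus clioquinol controls.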
HepG2 tox – kills HepG2 cells in TGF-b inhibitor counter-screen | AID 588856 | Potency, µM (series often up to 46.1 µM), for the others: at the top dose activity change, negative = cytotoxicity, actives largely listed as cytotoxic | 0.76% of 410,000 active | HepG2 CAGA-GFP viability, ATP luminescence, 18 h; further: potency means the concentration at half of the fitted maximal effect; some results filed as inactive show a strong effect at the top dose
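HepG2 CAGA-GFP cells (1000/well, DMEM with 1% FBS) received compound, then TGF-beta at 500 pg/mL final, and were incubated 18 hours at 37 degrees C. Viability was read by CellTiter-Glo luminescence. Media-only wells were set as complete cell-killing and DMSO as no toxicity.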
CCT chaperon mod – modulators of cytosolic chaperonin (CCT/TRiC) activity; purified chaperonin ATPase assay, HTRF ADP detection, 30 min; activity change, % (no concentration beside the values), hits read low; 0.3% of 360,000 active; AID 651819; in the data active means activity change below about -30%; further: on the % scale 0 is the no-effect control and ±100 the full control effect
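TRiC (40 or 20 nM final, by batch activity) in 30 mM Tris pH 7.4, 100 mM KCl, 5 mM MgCl2, 1 mM DTT was treated with compound at 76 uM single dose, then 10 uM ATP, 30 min at 37 °C. ADP was read by HTRF Transcreener.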
TGFb inhibitor – inhibitors of TGF-b signaling. HepG2 CAGA-GFP TGF-b/SMAD3 reporter, GFP fluorescence, 18 h; TGF-beta stimulated, 500 pg/mL final. Potency, µM (series often up to 46.1 µM), for the others: at the top dose activity, negative = inhibition, most hits filed as inhibitors. 1.2% of 410,000 active. AID 588855; further: potency means the concentration at half of the fitted maximal effect; on the % scale 0 is the no-effect control and ±100 the full control effect; nearly all actives have a fitted effect of over 65% in size
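GFP signal (ex488/em500-530) from TGF-beta-stimulated HEPG2 CAGA-GFP cells, 500 pg/mL final, 18 h at 37 degrees C in DMEM plus 1% FBS, normalized to unstimulated and DMSO-stimulated controls.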
* marks the source's active call; other numbers are inactive results; i = inactive; ? = inconclusive; . = no result given. Unless noted, the call rests on the fitted dose curve; in most records, active means well fitted curve in the direction sought with a large enough effect; inconclusive means small, poorly fitted or top-dose-only effect, or another doubt; inactive means no such curve, though single readings can be large; an effect the other way counts as inactive or inconclusive.

SMILES | Akt phos inh | MmCpn inh | A549 viability | Nrf2 inh | Nrf2 ARE act | Abeta rescue | HepG2 tox | CCT chaperon mod | TGFb inhibitor
CC1CCC(NC(=O)CC(C)(C)Cc2nc3ccccc3c(=O)[nH]2)CC1 (stereo not given) | i | -2% | -7% | 3% | 4.5% | -19% | -12% | -1.6 | -16%
CCOc1ccc(CNCCN2CCCC2)cc1 | i | -1% | 0% | 4% | 0.2% | -9% | -12% | 0.5 | 1%
Cn1c(=O)c2c(ncn2CC(=O)N/N=C/C=C/c2ccccc2[N+](=O)[O-])n(C)c1=O | i | 2% | 3% | 5% | 0.1% | -5% | -18% | -0.4 | 0%
CC1=C(C(=O)Nc2ccc(Cl)cc2)C(c2cccs2)n2nnnc2N1 (stereo not given) | i | -1% | 0% | -26% | 0.1% | 19% | 3% | 0.9 | -35%
COc1ccc(Cc2c(-c3cccc(Cl)c3)nc3c(C)cc(Br)cn23)c(C)c1 | i | . | . | . | 12% | -2% | -31% | 1.4 | ?
CCN(CC)CCNC(=O)c1ccc2c(c1)N(Cc1ccccc1)C(=O)c1ccccc1S2=O (stereo not given) | . | . | -20% | -15% | 4.4% | -5% | -21% | . | -2%
COc1ccc(Br)cc1/C(C)=N/NC1=NCCN1 | i | 1% | 1% | 12µM* | 4.8% | -19% | -31% | -0.8 | ?
O=C(CSc1nnc(-c2cccs2)o1)N1CCc2ccccc21 | i | 0% | -21% | 6% | 2.7% | 1% | -21% | 1.6 | -7%
Cc1cccc(CSc2nc3c(c(=O)[nH]2)CCCC3)c1 | i | 1% | -2% | 3% | 21% | 17% | 7% | -1.1 | 2%
O=[N+]([O-])c1ccccc1NCCOc1ccccc1 | i | -8% | -4% | ? | 17% | -8% | -7% | -1.0 | ?
Cc1ccc(-n2nc3c(c2NC(=O)/C=C\c2ccc4c(c2)OCO4)CSC3)c(C)c1 | i | -11% | -1% | ? | -1.9% | -13% | -10% | -1.2 | 13%
O=C(NC(=S)Nc1ccccc1Cl)c1cnn2c(C(F)(F)F)cc(C(F)(F)F)nc12 | i | -5% | 11% | 5% | 0.2% | -11% | 36% | -1.0 | -17%
O=C(CSc1ncccn1)NCC1CCCO1 (stereo not given) | i | . | 4% | 16% | -0.1% | 18% | 0% | -1.4 | 0%
COC(=O)CC1C(=O)NCCN1C(=O)Nc1ccc(Cl)c(Cl)c1 (stereo not given) | i | 2% | 5% | -6% | -1.3% | 5% | -23% | -0.1 | -5%
O=C(COC(=O)c1ccc(F)cc1Cl)NC(=O)NC1CCCC1 | i | -5% | 11% | ? | -0.3% | -3% | -16% | 1.7 | -13%
CN(NC1OC(=O)c2ccccc21)c1ccccc1[N+](=O)[O-] (stereo not given) | i | ? | 1% | 2% | -1.0% | 1% | -38% | -1.3 | 0%
COc1ccccc1-c1n[nH]nc1C1=CC(=O)C[C@H](c2ccc(F)cc2)C1 | i | . | . | . | 0.7% | 11% | -28% | -2.7 | -7%
Cc1ccc(NC(=O)CSc2nnc(CN3CCOCC3)n2C)cc1C | i | -2% | -1% | 3% | 0.4% | 2% | -1% | 0.2 | 1%
CCOC(=O)C1CCC(CN(Cc2cccc(Br)c2)S(=O)(=O)c2ccc(Cl)cc2)CC1 (stereo not given) | . | . | 2% | . | 0.1% | -14% | 4% | . | -12%
COc1ccc(CNC(=O)C2CCN(C(=O)N(C)C)CC2)c(OC)c1 | i | 0% | -1% | -4% | 0.0% | -2% | 0% | 1.2 | -13%
CC1CCCCN1CCNC(=O)c1cnn2ccccc12 (stereo not given) | i | -1% | 0% | -19% | -1.5% | -9% | 1% | -1.5 | -6%
Cc1cccc(OCC(=O)NCc2nnc3ccc(C(F)(F)F)cn23)c1C | i | -1% | 5% | 1% | 2.7% | 0% | 5% | 1.0 | -6%
CCCCOP(=O)(OCCCC)C(Nc1ccccc1)c1ccc2c(c1)OCO2 (stereo not given) | i | 4% | -3% | -20% | 0.4% | -1% | -27% | -1.2 | ?
Cc1ccc(S(=O)(=O)N2CCC(C)CC2)cc1 | i | -2% | -4% | -3% | 0.2% | 5% | -26% | -1.2 | -18%
COc1ccc(S(=O)(=O)Nc2ccccc2Cl)cc1NC(C)=O | i | 1% | 0% | -16% | 0.3% | -15% | -11% | 3.6 | -14%
CC(C)N(C(=O)c1cc2c(Cl)nc3ccccc3c2s1)C1CCCCC1 | . | . | -1% | 11% | -1.3% | 0% | -20% | . | ?
CN(C)CCN1CCN(C2CN(Cc3cn(Cc4ccc(Cl)cc4)nn3)S(=O)(=O)C2)CC1 (stereo not given) | i | . | . | . | 0.4% | -2% | . | 0.0 | .
CCN(CC)S(=O)(=O)c1ccc(OC)c(NC(=O)C2CC(=O)N(c3ccc(C)cc3)C2)c1 (stereo not given) | i | -2% | 0% | 9% | 0.5% | -13% | 0% | -0.8 | 0%
CCOc1ncccc1C(=O)OCC(=O)c1cccc(Br)c1 | i | 1% | 2% | ? | 8.9% | -6% | -4% | -3.0 | 3%
O=C(NCc1ccccc1)c1cc2ccccc2oc1=O | i | 0% | -4% | -6% | 4.7% | -2% | -35% | 0.5 | -26%
COc1ccccc1N1CCN(C(=O)c2ccccc2NC(=O)C2CCCCC2C(=O)O)CC1 (stereo not given) | i | 0% | 1% | -10% | -0.4% | 2% | 2% | -1.9 | -5%
CC1=C(C(=O)NC2CCCc3c2cnn3-c2cccc(C)c2C)OCCO1 (stereo not given) | i | -2% | -7% | 7.3µM* | -0.5% | 5% | -25% | -0.8 | 0%
CC1(c2nnnn2-c2ccc3c(c2)OCCO3)CCC(=O)N1Cc1cccc(C(F)(F)F)c1 (stereo not given) | i | . | . | . | -0.8% | -1% | . | -2.1 | .
CC(=O)Nc1ccc(S(=O)(=O)Nc2cccc(C(=O)NC(C)(C)C)c2)cc1 | i | -2% | 3% | -12% | -0.2% | 0% | 4% | -1.4 | 26%
COc1ccc(N(C(C)C(=O)Nc2ccc(S(=O)(=O)N3CCOCC3)cc2)S(C)(=O)=O)cc1 (stereo not given) | i | -2% | 11% | 18% | -0.7% | 0% | 1% | 1.2 | -25%
CCN(CC)S(=O)(=O)c1ccc(N2CCN(C)CC2)c(NC(=O)COc2ccc(F)cc2Cl)c1 | i | -5% | -8% | 4% | 0.0% | 13% | -30% | 0.4 | -14%
O=C(c1ccc(F)cc1)C1CCN(C(=S)NCC2CCCO2)CC1 (stereo not given) | i | -2% | 2% | -28% | 0.0% | 3% | -2% | 1.2 | 1%
NC1=NC2(CCC(c3ccccc3)CC2)n2c(nc3ccccc32)N1 (stereo not given) | i | 2% | 6% | -5% | -0.2% | -12% | -31% | -0.1 | ?
CC1CCCC(NC(=O)COC(=O)[C@@H](NC(=O)c2ccco2)C(C)C)C1C (stereo not given in full) | i | 0% | -2% | 0% | -0.1% | 0% | -16% | 2.0 | -2%
FC(F)(F)c1nnc2sc(-c3ccncc3)nn12 | i | 3% | 2% | 0% | -0.3% | 11% | 14% | -1.9 | 5%
CC1(C(=O)NCc2cccc3ccccc23)CCN1Cc1cccc2c1OCO2 (stereo not given) | i | . | . | . | 5.6% | 0% | -40% | -5.3 | ?
O=C(CSc1nnnn1C1CCCC1)N1CCCCC1 | i | -2% | 2% | ? | -0.4% | 1% | -3% | -1.0 | -1%
CC1(c2nnc(Cc3ccccc3)o2)CC(c2ccccc2)=NO1 (stereo not given) | i | . | 6% | -2% | -0.4% | -7% | 5% | -0.6 | 2%
Cc1onc(-c2ccccc2)c1C(=O)c1c[nH]c(C(=O)NCc2ccncc2)c1 | i | 0% | 10% | -1% | 0.4% | -6% | -4% | 0.1 | -5%
Cc1ccc(-n2nc3c(c2NC(=O)c2c(-c4ccccc4Cl)noc2C)CSC3)cc1 | i | 1% | -1% | 5% | 0.1% | -7% | -26% | 2.1 | -3%
Cc1nn(C(C)C(=O)NC2CCC(C)CC2)c(=O)c2c1sc1ccccc12 (stereo not given) | . | . | ? | ? | 3.9% | -12% | 1% | . | .

Another view of 4 compounds above.
CC1(c2nnc(Cc3ccccc3)o2)CC(c2ccccc2)=NO1 (stereo not given)
  Akt phos inh: i
  MmCpn inh: .
  A549 viability: 6%
  Nrf2 inh: -2%
  Nrf2 ARE act: -0.4%
  Abeta rescue: -7%
  HepG2 tox: 5%
  CCT chaperon mod: -0.6
  TGFb inhibitor: 2%
Cc1onc(-c2ccccc2)c1C(=O)c1c[nH]c(C(=O)NCc2ccncc2)c1
  Akt phos inh: i
  MmCpn inh: 0%
  A549 viability: 10%
  Nrf2 inh: -1%
  Nrf2 ARE act: 0.4%
  Abeta rescue: -6%
  HepG2 tox: -4%
  CCT chaperon mod: 0.1
  TGFb inhibitor: -5%
Cc1ccc(-n2nc3c(c2NC(=O)c2c(-c4ccccc4Cl)noc2C)CSC3)cc1
  Akt phos inh: i
  MmCpn inh: 1%
  A549 viability: -1%
  Nrf2 inh: 5%
  Nrf2 ARE act: 0.1%
  Abeta rescue: -7%
  HepG2 tox: -26%
  CCT chaperon mod: 2.1
  TGFb inhibitor: -3%
Cc1nn(C(C)C(=O)NC2CCC(C)CC2)c(=O)c2c1sc1ccccc12 (stereo not given)
  Akt phos inh: .
  MmCpn inh: .
  A549 viability: ?
  Nrf2 inh: ?
  Nrf2 ARE act: 3.9%
  Abeta rescue: -12%
  HepG2 tox: 1%
  CCT chaperon mod: .
  TGFb inhibitor: .
